T cruzi growth: T. cruzi intracellular proliferation inhibitors, primary screen, cell-based, beta-gal Tulahuen parasites, NIH3T3 host, luminescence | T. cruzi beta-gal in NIH3T3, GalScreen luminescence, 90 h | inhibition, % at 8.34 µM | 77,000 tested, 5.9% active;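 active = mean inhibition above about 93%, with at least 55% of replicates each passing it, limit read from the data, passing the limit was not always enough; inconclusive = only one of those two conditions holds; inactive = neither condition holds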
Pf Dd2 growth: P. falciparum Dd2 growth inhibitors, primary screen, SYBR Green fluorescence, single dose replicates; 72 h; hits give low values; activity change, % at 10 µM; 94,000 tested, 2.3% active; AID 1159554, 2015; in the data active = activity change below about -80%; inconclusive = no clear call, values can overlap the other calls
GASC1 inh: inhibitors of GASC-1 (KDM4C) histone demethylase, primary screen, biochemical, single concentration HTS; Lysine-specific demethylase 4C (Homo sapiens), Q9H3R0; GST-KDM4C 2-372, H3K9me3 peptide, LANCE TR-FRET; inhibition, % at 12.5 µM; 96,000 tested, 0.15% active;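 active = mean replicate inhibition above about 25%, with at least 55% of replicates also reaching it, limit read from the data, passing the limit was not always enough; inconclusive = only one of those two conditions met; inactive = neither condition met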
Target sequence (Q9H3R0 2-372 limits assumed): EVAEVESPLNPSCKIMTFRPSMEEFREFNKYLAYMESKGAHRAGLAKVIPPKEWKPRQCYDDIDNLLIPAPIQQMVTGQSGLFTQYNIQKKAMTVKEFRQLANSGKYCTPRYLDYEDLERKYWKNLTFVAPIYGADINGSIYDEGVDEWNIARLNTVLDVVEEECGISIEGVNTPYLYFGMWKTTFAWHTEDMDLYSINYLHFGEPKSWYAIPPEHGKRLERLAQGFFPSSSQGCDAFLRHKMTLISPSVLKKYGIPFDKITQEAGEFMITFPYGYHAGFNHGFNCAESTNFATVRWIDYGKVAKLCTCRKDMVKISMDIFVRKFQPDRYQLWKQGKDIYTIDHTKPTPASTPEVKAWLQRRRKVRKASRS
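Test system: N-terminal GST-fused human GASC-1 (KDM4C) fragment, residues 2-372; quantity: GASC-1 enzyme at 10 nM final in reaction; dosing: single dose; schedule: 30 min demethylation and 1 h detection at room temperature; signal: LANCE TR-FRET, excitation 340 nm, emissions 618 and 671 nm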
C diff HTS: C. difficile growth inhibitors, primary screen, HTS. growth activity, negative = inhibition, % at 16 µg/mL (by protocol). AID 1259249, 2017. 86,000 tested, 0.25% active. Clostridium difficile clinical isolate growth, OD600, 24 h; hits give low values;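 active = mean growth activity at or below -80% and every replicate also at or below -80%; inconclusive = mean at or below -80% but some replicate above -80%; inactive = mean growth activity above -80%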;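 also: 0% = DMSO wells and -100% = levofloxacin 16 µg/mL wells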
Starred values were filed as active, the others as inactive; u = inconclusive; x = no result given.

Below each compound – T cruzi growth, Pf Dd2 growth, GASC1 inh, C diff HTS
[1] C[C@@H]1CN([C@@H](C)CO)C(=O)Cc2cc(NC(=O)C3CC3)ccc2O[C@H]1CN(C)C(=O)Nc1cccc2ccccc12
  74, -6, 1.7, 0
[2] Cc1ccc(S(=O)(=O)N(C)C[C@@H]2Oc3ccc(NC(=O)Nc4ccccc4)cc3C(=O)N([C@@H](C)CO)C[C@H]2C)cc1
  x, 3, -0.5, -14
[3] O=C(C1CC1)N1CCCCN2[C@@H](CO)[C@@H](c3ccc(-c4cccc(F)c4)cc3)[C@@H]2C1
  87, -16, -0.3, 0
[4] C[C@H](CO)N1C[C@H](C)[C@H](CN(C)Cc2ccccc2)OCCCC[C@H](C)Oc2ccc(NC(=O)Nc3ccccc3)cc2C1=O
  x, 1, -0.6, x
[5] C[C@H]1CN([C@@H](C)CO)C(=O)c2cc(NC(=O)CCC(F)(F)F)ccc2O[C@@H]1CN(C)S(=O)(=O)c1cccs1
  -80, 14, 1.7, x
[6] Cc1ccc(-c2ccc([C@H]3[C@H](CO)N4C(=O)CN(C(=O)c5ccc(F)cc5)C[C@@H]34)cc2)cc1
  x, 7, -1.2, 42
[7] COc1cccc(C#Cc2ccc([C@H]3[C@H](CO)N4C(=O)CN(C(=O)c5ccncc5)C[C@@H]34)cc2)c1
  x, 9, -0.7, -8
[8] C[C@@H]1CN([C@@H](C)CO)C(=O)Cc2cc(N(C)C)ccc2O[C@H]1CN(C)Cc1ccc(C(=O)O)cc1
  29, -4, 1.9, -1
[9] C[C@H](CO)N1C[C@H](C)[C@@H](CN(C)Cc2ccc(Cl)c(Cl)c2)OCCCC[C@H](C)Oc2ccc(NS(=O)(=O)c3cccs3)cc2C1=O
  u, -20, -0.9, -5
[10] C[C@@H]1CN([C@@H](C)CO)C(=O)c2cc(NS(C)(=O)=O)ccc2O[C@@H]1CN(C)Cc1ccc(Cl)c(Cl)c1
  91, -14, -0.1, 4
[11] CO[C@@H]1CN(C)C(=O)c2ccc(NC(=O)c3cnccn3)cc2OC[C@@H](C)NC[C@@H]1C
  x, 24, -0.8, -2
[12] C[C@H](CO)N1C[C@H](C)[C@H](CN(C)C(=O)Nc2ccc(F)cc2)Oc2ccc(NS(C)(=O)=O)cc2C1=O
  20, 5, 0.2, -2
[13] O=C(c1cccc(F)c1)N1CC(=O)N2[C@H](CO)[C@H](c3ccc(-c4ccccc4F)cc3)[C@@H]2C1
  x, 1, 0.3, -4
[14] Cc1ccc(S(=O)(=O)Nc2ccc3c(c2)C(=O)N([C@H](C)CO)C[C@@H](C)[C@@H](CN(C)C(=O)CCCN(C)C)OCCCC[C@H](C)O3)cc1
  -12, 3, 1.7, x
[15] CNC[C@H]1Oc2cc(C#CC(C)C)ccc2S(=O)(=O)N([C@@H](C)CO)C[C@@H]1C
  -1, -13, 1.3, 0
[16] COc1ccc(C#Cc2cnc3c(c2)C(=O)N([C@H](C)CO)C[C@H](C)[C@H](CN(C)C(=O)NC2CCCCC2)O3)cc1OC
  15, -72, 0.2, x
[17] COCc1cn(CC[C@@H]2CC[C@@H](NC(=O)Nc3ccccc3)[C@@H](CO)O2)nn1
  -30, -13, -0.7, 4
[18] COc1cccc(-c2ccc3c(c2)[C@@H]2[C@@H](CCN2C(=O)Cc2ccccc2)[C@H](CO)N3)c1
  30, -68, -3.0, 1
[19] C[C@H]1CN([C@@H](C)CO)C(=O)Cc2cc(NC(=O)c3ccncc3)ccc2O[C@H]1CN(C)Cc1ccc(Cl)c(Cl)c1
  49, 2, 6.6, -3
[20] Cc1noc(C)c1NC(=O)N(C)C[C@H]1Oc2ccc(NS(=O)(=O)c3cn(C)cn3)cc2CC(=O)N([C@@H](C)CO)C[C@H]1C
  0, 12, 0.6, 1

Part of the list above, reduced to Pf Dd2 growth, C diff HTS and T cruzi growth:
cpd | Structure | Pf Dd2 growth | C diff HTS | T cruzi growth
2 | Cc1ccc(S(=O)(=O)N(C)C[C@@H]2Oc3ccc(NC(=O)Nc4ccccc4)cc3C(=O)N([C@@H](C)CO)C[C@H]2C)cc1 | 3 | -14 | x
3 | O=C(C1CC1)N1CCCCN2[C@@H](CO)[C@@H](c3ccc(-c4cccc(F)c4)cc3)[C@@H]2C1 | -16 | 0 | 87
4 | C[C@H](CO)N1C[C@H](C)[C@H](CN(C)Cc2ccccc2)OCCCC[C@H](C)Oc2ccc(NC(=O)Nc3ccccc3)cc2C1=O | 1 | x | x
5 | C[C@H]1CN([C@@H](C)CO)C(=O)c2cc(NC(=O)CCC(F)(F)F)ccc2O[C@@H]1CN(C)S(=O)(=O)c1cccs1 | 14 | x | -80

Carrying on.
Below each compound – T cruzi growth, Pf Dd2 growth, GASC1 inh, C diff HTS
[21] CN(C)C(=O)C[C@@H]1C=C[C@H](NC(=O)c2ccc(F)cc2)[C@@H](CO)O1
  -9, 14, 3.2, -1
[22] Cc1noc(C)c1NC(=O)N(C)C[C@@H]1Oc2ccc(NC(=O)Cc3cn(C)c4ccccc34)cc2C(=O)N([C@H](C)CO)C[C@H]1C
  -140, 50, 0.2, x
[23] C[C@@H]1CN([C@H](C)CO)C(=O)c2cc(C#CCN(C)C)cnc2O[C@H]1CN(C)S(=O)(=O)c1cn(C)cn1
  -26, 34, 2.3, -1
[24] C[C@@H]1CN([C@@H](C)CO)C(=O)c2cccc(NC(=O)c3ccncc3)c2O[C@@H]1CN(C)C(=O)NC1CCCCC1
  54, 0, -1.0, -3
[25] O=C(C[C@@H]1C[C@H]2c3cc(NC(=O)Nc4ccc(C(F)(F)F)cc4)ccc3O[C@H]2[C@@H](CO)O1)NCc1cccnc1
  -26, -13, -0.3, 2
[26] CC(C)NC(=O)N1[C@H](CO)[C@@H]2c3ccccc3N(C(=O)c3ccccc3F)C[C@@H]21
  -38, -6, -0.5, -1
[27] C[C@H](O)C#Cc1ccc2c(c1)O[C@H](CN(C)Cc1cncnc1)[C@H](C)CN([C@@H](C)CO)S2(=O)=O
  37, 12, 0.2, -2
[28] COc1ccc(S(=O)(=O)Nc2ccc3c(c2)CC(=O)N([C@@H](C)CO)C[C@H](C)[C@H](CN(C)S(=O)(=O)c2c(C)noc2C)O3)cc1
  11, -40, -0.8, -1
[29] C[C@@H]1CN([C@H](C)CO)C(=O)c2cc(N(C)C)ccc2O[C@@H](C)CCCCO[C@@H]1CN(C)S(=O)(=O)c1cccs1
  35, -57, x, -7
[30] COc1ccc(NC(=O)N2CC(=O)N3[C@H](CO)[C@H](c4ccc(-c5ccccc5)cc4)[C@@H]3C2)cc1
  x, -25, -2.4, -16
[31] COc1ccc(S(=O)(=O)Nc2ccc3c(c2)C(=O)N([C@@H](C)CO)C[C@H](C)[C@H](CN(C)C(=O)Cc2ccccc2)OCCCC[C@@H](C)O3)cc1
  80, -35, 0.4, -4
[32] C[C@H](CO)N1C[C@H](C)[C@H](CN(C)C(=O)c2ccncc2)OCCCC[C@H](C)Oc2ccc(NS(=O)(=O)c3ccccc3)cc2C1=O
  -20, -9, 0.7, x
[33] COc1ccc2c3c(n(C)c2c1)[C@H](CO)N(Cc1ccc(F)cc1)CC31CN(CC2CCOCC2)C1
  x, -52, -0.7, 11
[34] COc1ccc(S(=O)(=O)Nc2ccc3c(c2)C(=O)N([C@@H](C)CO)C[C@H](C)[C@@H](CN(C)S(=O)(=O)c2c(C)noc2C)OCCCC[C@H](C)O3)cc1
  34, -34, -0.5, -1
[35] C[C@H](CO)N1C[C@H](C)[C@H](CN(C)C(=O)Cc2ccncc2)Oc2cc(-c3cncnc3)ccc2S1(=O)=O
  39, 15, -1.3, -2
[36] O=C(c1cnccn1)N1C[C@@H]2[C@H](c3ccccc31)[C@H](CO)N2Cc1ccc2c(c1)OCO2
  -27, -5, 1.9, 2
[37] CN1C(=O)c2cc(NS(=O)(=O)c3cccc(F)c3)ccc2OC[C@H]2O[C@@H](CC(=O)O)CC[C@@H]21
  16, 9, 0.1, -1
[38] Cc1noc(C)c1NC(=O)Nc1ccc2c(c1)C(=O)N([C@H](C)CO)C[C@@H](C)[C@@H](CN(C)CC1CCCCC1)OCCCC[C@H](C)O2
  -5, -23, -1.1, 5
[39] COc1cccc(C(=O)Nc2ccc3c(c2)C(=O)N(C)[C@@H]2CC[C@H](CC(=O)N[C@@H](C)c4ccccc4)O[C@H]2CO3)c1
  21, -20, -0.5, 0
[40] C[C@H]1CN([C@@H](C)CO)C(=O)c2cc(-c3ccc(C#N)cc3)cnc2O[C@H]1CN(C)C(=O)Nc1ccccc1
  30, 36, -0.1, 3

Random excerpt: two entries already listed.
Below each compound – T cruzi growth, Pf Dd2 growth, GASC1 inh, C diff HTS
[8] C[C@@H]1CN([C@@H](C)CO)C(=O)Cc2cc(N(C)C)ccc2O[C@H]1CN(C)Cc1ccc(C(=O)O)cc1
  29, -4, 1.9, -1
[24] C[C@@H]1CN([C@@H](C)CO)C(=O)c2cccc(NC(=O)c3ccncc3)c2O[C@@H]1CN(C)C(=O)NC1CCCCC1
  54, 0, -1.0, -3

New compounds follow.
Below each compound – T cruzi growth, Pf Dd2 growth, GASC1 inh, C diff HTS
[41] CC=Cc1ccc2n(c1=O)C[C@H]1[C@H](CO)[C@@H](C(=O)N3CCc4ccccc4C3)N(C(=O)C3CCC3)[C@@H]21 (mixture of isomers)
  23, -1, 0.4, 0
[42] COCC#Cc1cnc2c(c1)C(=O)N([C@@H](C)CO)C[C@H](C)[C@H](CN(C)Cc1ccc(F)cc1)O2
  18, -5, 1.3, -3
[43] COc1ccccc1S(=O)(=O)N[C@@H]1CC[C@@H](CC(=O)N2CCN(C)CC2)O[C@@H]1CO
  -14, 27, -1.4, x
[44] CN1C(=O)c2cc(NC(=O)C3CCCC3)ccc2OC[C@H]2O[C@H](CC(=O)NCc3ccccc3F)CC[C@@H]21
  x, 5, -1.4, 8
[45] COc1ccccc1-c1cnc2c(c1)C(=O)N([C@H](C)CO)C[C@@H](C)[C@H](CN(C)C(=O)c1ccccc1)O2
  -21, -1, x, -1
[46] Cc1ccc(-c2ccc([C@@H]3[C@H]4CN(C(=O)c5cccnc5)CC(=O)N4[C@H]3CO)cc2)cc1
  x, -18, 1.3, 47
[47] C[C@@H]1CN([C@@H](C)CO)C(=O)c2cc(NC(=O)NC3CCCCC3)ccc2O[C@@H]1CN(C)Cc1ccc(-c2ccccc2)cc1
  96*, 6, -2.7, 9
[48] O=C(NCC[C@H]1CC[C@@H](NS(=O)(=O)c2ccccc2F)[C@@H](CO)O1)c1ccc(F)cc1
  -73, -10, 0.3, x
[49] Cc1nn(C)cc1NC(=O)C[C@H]1CC[C@@H]2[C@H](COc3ccc(NC(=O)C(C)C)cc3C(=O)N2C)O1
  43, -30, 9.2, 0
[50] Cc1noc(C)c1NC(=O)N(C)C[C@H]1Oc2ccc(NC(=O)C3CCCCC3)cc2C(=O)N([C@H](C)CO)C[C@@H]1C
  15, 23, -0.2, -2
[51] CC(C)NC(=O)N1[C@@H](CO)[C@@H](c2ccccc2)C12CN(Cc1ccc(F)cc1)C2
  x, -84*, -2.6, 4
[52] CC(C)C#Cc1cnc2c(c1)C(=O)N([C@H](C)CO)C[C@H](C)[C@@H](CN(C)C(=O)CC1CC1)O2
  43, 13, x, 7
[53] CC(C)C#Cc1ccc([C@H]2[C@@H](CO)N3CCCCN(C(=O)Nc4ccccc4)C[C@H]23)cc1
  50, -36, 1.7, 14
[54] C[C@@H]1CN([C@H](C)CO)C(=O)c2cc(NC(=O)Cc3cn(C)c4ccccc34)ccc2O[C@H]1CN(C)Cc1ccc(C(F)(F)F)cc1
  101, -11, -0.6, -5
[55] COCC(=O)N(C)C[C@H]1Oc2ncc(-c3ccc(F)cc3)cc2C(=O)N([C@H](C)CO)C[C@H]1C
  -4, 32, -2.8, 1
[56] Cc1noc(C)c1NC(=O)N(C)C[C@H]1OCCCC[C@@H](C)Oc2ccc(NC(=O)Nc3cccc4ccccc34)cc2C(=O)N([C@@H](C)CO)C[C@H]1C
  43, -4, -1.4, 0
[57] COc1ccc(S(=O)(=O)N(C)C[C@H]2Oc3ccc(NC(=O)C4CCCCC4)cc3C(=O)N([C@H](C)CO)C[C@@H]2C)cc1
  20, -33, -0.2, -2
[58] C[C@@H]1CN([C@@H](C)CO)C(=O)c2cc(-c3cccc(C#N)c3)cnc2O[C@H]1CN(C)C(=O)C1CC1
  29, -14, -0.7, x
[59] C/C=C/c1ccc([C@@H]2[C@@H](CO)N3C(=O)CN(Cc4ccc(C)cc4)C[C@H]23)cc1
  x, 15, -0.3, 9
[60] CC(C)C#Cc1cnc2c(c1)C(=O)N([C@H](C)CO)C[C@H](C)[C@@H](CN(C)C(=O)C1CCC1)O2
  22, x, 0.5, 9
[61] O=C(Nc1nccs1)[C@H]1[C@H](CO)[C@H]2Cn3c(cccc3=O)[C@H]2N1C(=O)C1CCCC1
  x, 18, 2.1, 1

Source: PubChem BioAssay

An unsorted share of the library. About 6.7% of those tested had a hit in this group.
